Screening data as filed in PubChem.
APOBEC3G inh: APOBEC3G DNA deaminase inhibitors, primary screen, biochemical, fluorescence, single-stranded DNA substrate, uHTS. DNA dC->dU-editing enzyme APOBEC-3G (Homo sapiens), Q9HC16. recombinant A3G, ssDNA deamination FAM/TAMRA fluorescence. inhibition, % at 20 µM. actives 0.28% (n = 330,000). AID 493012, 2011;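 active = inhibition of at least 40% at 20 µM, with no more than 30% in the related APOBEC3A deaminase screen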;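 also: plate controls were DMSO wells with A3G for no effect and wells lacking A3G enzyme for full effect; some compounds called inactive have numbers as strong as hits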
Target sequence (Q9HC16 whole entry, looked up): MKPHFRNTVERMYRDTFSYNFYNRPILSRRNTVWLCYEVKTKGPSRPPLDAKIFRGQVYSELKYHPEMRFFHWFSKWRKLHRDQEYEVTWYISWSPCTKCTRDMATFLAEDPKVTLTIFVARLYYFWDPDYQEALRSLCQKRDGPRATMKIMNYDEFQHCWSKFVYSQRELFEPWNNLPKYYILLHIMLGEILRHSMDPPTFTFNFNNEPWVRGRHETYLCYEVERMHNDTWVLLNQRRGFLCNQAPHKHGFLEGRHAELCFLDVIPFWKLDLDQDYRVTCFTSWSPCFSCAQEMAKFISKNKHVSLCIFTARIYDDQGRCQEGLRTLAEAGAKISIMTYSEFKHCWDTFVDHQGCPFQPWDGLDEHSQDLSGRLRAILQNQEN
A3A deaminase: APOBEC3A ssDNA deaminase inhibitors, primary screen, selectivity assay for APOBEC3G inhibitor project, biochemical, FAM/TAMRA oligo cleavage fluorescence; DNA dC->dU-editing enzyme APOBEC-3A (Homo sapiens), P31941; recombinant A3A, FAM/TAMRA ssDNA deamination fluorescence; inhibition, % at 20 µM; actives 0.41% (n = 330,000); AID 493011, 2011;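 active = at least 40% inhibition at 20 µM here, with at most 30% in a related deaminase screen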;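 also: plate controls were A3A with DMSO for no effect and wells lacking A3A enzyme for full effect; some results filed as inactive read as strong as hits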
Target sequence (P31941 whole entry, looked up): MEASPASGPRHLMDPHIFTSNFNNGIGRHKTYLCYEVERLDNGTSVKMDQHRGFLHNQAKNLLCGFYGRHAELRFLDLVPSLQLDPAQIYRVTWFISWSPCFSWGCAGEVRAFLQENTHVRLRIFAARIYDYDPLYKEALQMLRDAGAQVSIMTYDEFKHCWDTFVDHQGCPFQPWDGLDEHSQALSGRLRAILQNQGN
NR3A LBD binder: binders of NR3A ligand-binding domain, primary screen, biophysical, differential scanning fluorimetry, uHTS | NR3A LBD differential scanning fluorimetry, Tm shift; 0% = protein alone, 100% = glycine-bound protein | Tm shift relative to glycine control, % at 25 µM | Glutamate receptor ionotropic, NMDA 3A (GRIN3A) ligand-binding domain | actives 2.5% (n = 340,000);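 active = melting temperature shift of at least 10% of the positive control shift, at one fixed dose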
CXCR6 block: CXCR6 receptor inhibitors, primary screen, cell-based, beta-arrestin, luminescence, CHO-K1 PathHunter, 1536-well; inhibition, % at 20 µM; actives 0.36% (n = 360,000); C-X-C chemokine receptor type 6 (Homo sapiens), O00574; in the data active = inhibition above about 34%, passing the limit was not always enough;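 also: antagonist mode with CXCL16 agonist at 10 nM final; 0% = 10 nM CXCL16 with DMSO and 100% = unstimulated wells without agonist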
MPTP inh: mitochondrial permeability transition pore inhibitors, primary screen, biochemical, isolated mouse mitochondria, absorbance; Ca2+ swelling absorbance, 30 min; inhibition, % at 10 µM; actives 1.4% (n = 360,000); AID 602449, 2012;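 active = inhibition of 50% or more, scaled per plate between neutral and stimulator controls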;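 also: 0% = DMSO wells given calcium and 100% = 1 mM EGTA wells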
Gli-Sufu block: Gli-Sufu pathway antagonists, primary screen, luciferase luminescence, Sufu-KO-LIGHT cells, uHTS. inhibition, % at 5 µM. AID 588413, 2011. actives 0.74% (n = 340,000). Sufu-KO-LIGHT fibroblasts, Gli luciferase reporter luminescence;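 active = inhibition above about 55%, limit read from the data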;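 also: 0% = DMSO-treated cells and 100% = wells with medium but no cells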
EBI2 block: EBI2 receptor antagonists, beta-arrestin recruitment, primary screen, cell-based, luminescence, 7a,25-OHC stimulation, uHTS; inhibition, % at 5 µM; actives 0.81% (n = 360,000); 7a,25-OHC stimulated; AID 651636, 2012; G-protein coupled receptor 183 (Homo sapiens), P32249; in the data active = inhibition above about 38%;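 also: enzyme fragment complementation signal reports receptor beta-arrestin coupling in cells; 0% = agonist plus DMSO wells and 100% = wells without agonist; some results beyond the cut were filed as inactive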
CCR6 antag: CCR6 receptor antagonists, primary screen, cell-based, CHO-K1, luminescence, beta-arrestin, uHTS. C-C chemokine receptor type 6 (Homo sapiens), P51684. CHO-K1 CCR6 PathHunter beta-arrestin, CCL20-stimulated. inhibition, % at 20 µM. actives 0.49% (n = 340,000);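 active = compounds whose inhibition of the agonist-driven luminescence signal at 20 µM reaches about 50%, limit read from the data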;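 also: cells stimulated with CCL20 at 14 nM final; plate controls were DMSO with CCL20 for no effect and DMSO without agonist for full effect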
Target sequence (P51684 whole entry, looked up): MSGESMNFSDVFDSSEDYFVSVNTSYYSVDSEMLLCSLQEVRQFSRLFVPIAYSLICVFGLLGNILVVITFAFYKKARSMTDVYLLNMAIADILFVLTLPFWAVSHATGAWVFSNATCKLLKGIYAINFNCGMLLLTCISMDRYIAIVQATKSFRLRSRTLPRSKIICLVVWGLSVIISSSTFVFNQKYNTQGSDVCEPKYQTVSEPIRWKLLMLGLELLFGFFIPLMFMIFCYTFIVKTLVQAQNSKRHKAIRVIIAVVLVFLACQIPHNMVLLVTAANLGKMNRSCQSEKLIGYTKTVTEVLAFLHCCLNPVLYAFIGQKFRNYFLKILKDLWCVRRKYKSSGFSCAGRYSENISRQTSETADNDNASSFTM
* hit, by the source's call; · = not tested or not shown. Not a hit list; overall some 5.8% were active at least once.

canonical_smiles,APOBEC3G inh,A3A deaminase,NR3A LBD binder,CXCR6 block,MPTP inh,Gli-Sufu block,EBI2 block,CCR6 antag
Cc1ccc(CNC(=O)CN(C(=O)C2(C)CC(=O)N=C3C=CC=CN32)c2cc(C)ccc2C)cc1 (stereo not given),-8,-4,0,2,-2.6,-7,-10,12
Cc1ccccc1/C=C1\CCCc2ccccc2C1=O,-4,-4,2,1,0.5,-102,3,26
COc1cc2c(cc1OC)CC(=O)NC=C2,-1,1,0,-4,-0.7,3,-11,0
C=CCSc1nc2ccccc2n1S(=O)(=O)c1ccc(C)cc1,1,0,1,-6,1.6,-5,4,11
CCN(c1ccccc1)S(=O)(=O)c1cc(C(=O)NCc2ccco2)ccc1C,-3,2,-2,10,0.2,-4,9,17
CCOc1ccc(S(=O)(=O)NCCc2ccccn2)cc1,-4,-3,-1,4,-1.0,11,-1,-5
Oc1ccccc1C1N=C(c2ccccc2)NC(c2ccccc2)=N1,-3,-2,-8,-1,6.8,14,2,14
COC1=CC(=O)C=C(OC)C1(O)CC(C)=O,·,·,-5,-13,1.1,-2,-19,-3
CCC(=O)Nc1cccc(C2=NOC3(C2)C[C@@H](C(N)=O)N(C(=O)c2cc([N+](=O)[O-])cc([N+](=O)[O-])c2)C3)c1 (stereo not given in full),-12,1,3,-14,-3.0,-3,-50,-7
COc1ccc(-c2nnc3ccc(SCC(=O)NCc4ccco4)nn23)cc1,0,4,0,1,-1.6,-1,8,10
Cc1ccc(C(=O)NC(=S)NNC(=O)c2ccc([N+](=O)[O-])cc2)cc1,-5,-9,-3,25,6.0,-3,-12,34
O=[N+]([O-])c1cc2c(cc1CN1CCN(CCOCCO)CC1)OCO2,-3,-3,0,-12,0.1,9,5,2
O=C(CCN1C(=O)c2ccccc2S1(=O)=O)Nc1ccc(F)c(F)c1F,-10,-4,1,3,0.7,1,4,4
CN1CCc2ccccc2C1Cc1ccccc1NC(=O)c1sc2ccccc2c1Cl (stereo not given),-8,-3,2,21,2.4,9,66*,14
CCC(C)NS(=O)(=O)c1ccc(S(=O)(=O)N2CC=C(c3ccc(F)cc3)CC2)cc1 (stereo not given),-9,-3,-4,0,66*,12,5,24
O=C(CSc1nc(C(F)(F)F)cc(=O)[nH]1)Nc1nccs1,-8,2,5,0,0.5,-8,-4,0
O=C(CCCc1ccccc1)Nc1ccc(Br)cc1F,-3,-3,-2,2,5.1,-18,-5,9
CC1=C(C(=O)OC(C)C)C2(O)C(=O)c3ccccc3C2(O)N1 (stereo not given),-4,-3,-4,-7,-0.3,4,-6,0
CC1(c2ccccc2)NC(=O)N(CC(=O)Nc2ccc(Cl)c(S(=O)(=O)N3CCCCC3)c2)C1=O (stereo not given),0,7,-6,-10,0.5,-14,12,7
O=C(O)COc1ccc2c(c1)O/C(=C\c1cccs1)C2=O,0,5,-1,0,0.8,-2,-6,4
Cc1ccc(CN(C(=O)c2ccco2)C2CCS(=O)(=O)C2)cc1 (stereo not given),-5,2,3,-11,-1.3,9,-5,-17
Nc1nc(SCC(=O)NC2CCCCC2)[nH]c(=O)c1-c1ccccc1,3,2,-3,2,0.1,-16,1,12
Cc1ccc(S(=O)(=O)CC2CSc3nnc(C)c(=O)n32)cc1 (stereo not given),-3,-3,0,0,1.7,6,-27,-11
CCN(CC)C(=S)Nc1ccc(OC(F)F)cc1,-2,-8,-5,2,0.9,-1,22,9
COC(CN(C(=O)CCl)C(C(=O)NC1CCCCC1)c1ccccc1C)OC (stereo not given),-5,-2,1,0,8.2,14,2,6
Cn1c(=O)n(-c2ccccc2)c(=O)c2c3c(sc21)COC(C)(C)C3,-6,-4,-2,-9,-3.3,-7,-13,4
N/C(=N\OC(=O)Nc1ccccc1)c1cccc(C(F)(F)F)c1,-8,-9,6,-20,-0.6,9,-2,0
O=C(NCC(=O)N(c1ccccc1)C(C(=O)NCC1CCCO1)c1ccccc1)c1ccco1 (stereo not given),-1,2,1,1,-2.9,9,-7,6
O=[N+]([O-])c1cccc(-c2nnc3ccc4ccccc4n23)c1,-1,-1,1,17,0.0,1,-4,21
CCNc1nc(NC(C)C)nc(OCCNS(=O)(=O)c2cc(C)ccc2C)n1,-4,0,0,3,-2.9,-9,-1,-8
CSc1nc(N2CCOCC2)c2c(c1C#N)CC(C(C)C)OC2 (stereo not given),-6,-4,2,2,-0.6,6,6,6
Cc1ccc(C)c(N2CC(=O)N(c3cc(C)ccc3C)CC2=O)c1,-8,-3,2,0,1.0,10,1,-6
C=C1C(=O)O[C@@H]2[C@H]1[C@@H](OC(=O)/C(C)=C/C)C/C(C)=C\C(=O)/C=C(\C)[C@@H]2O,-4,0,3,21,-0.1,4,-11,5
CCCCC1CCC(C(=O)N(CCOC)c2c(N)n(CCCC)c(=O)[nH]c2=O)CC1 (stereo not given),-8,-4,0,7,-1.5,-1,-5,-11
COc1cc(=O)n2c(n1)SCCC2,-3,-4,-2,7,0.3,2,0,23
COc1cc(C2C(C(C)=O)=C(O)C(=O)N2CCN2CCOCC2)ccc1O (stereo not given),-7,-7,2,5,3.1,-9,2,3
CCS(=O)(=O)N1Cc2ccccc2CC1C(=O)N(C)Cc1ccc(OC)cc1OC (stereo not given),-9,-6,-5,0,0.5,-1,6,18
c1ccc2c(-c3[nH]ncc3CNCCCn3ncc4ccccc43)cccc2c1,-1,4,-3,-11,27,58*,6,3
Cc1ccc2[nH]c(=O)c(CN(Cc3ccco3)C(=O)CN3CCCC(C)C3)cc2c1 (stereo not given),-9,0,-1,6,0.6,21,-4,19
O=C(O)c1cc(-c2ccco2)nn1-c1ccc(Cl)cc1,·,·,-2,-9,-0.3,-20,-7,6
CC(Oc1cccc(Cl)c1)C(=O)NCc1ccc(S(N)(=O)=O)cc1 (stereo not given),-6,-3,-5,-1,-0.3,-2,3,0
Cc1ccc([N+](=O)[O-])cc1-c1ccc(/C=N/NC(=O)CN2CCOCC2)o1,-3,-1,-2,1,3.6,-2,-6,-8
Cc1ccc(NC(=O)c2cc3c(s2)CCC3)cc1S(=O)(=O)N1CCOCC1,-1,1,-3,-10,11,-2,11,-4
CC(=O)c1cc2c(cc1NC(=O)C1CN(C(C)=O)c3ccccc3O1)OCO2 (stereo not given),-3,-3,-2,0,-2.2,-4,4,14
O=C(Cc1cccc(NC(=O)C2CCN(S(=O)(=O)c3cccc([N+](=O)[O-])c3)CC2)c1)Nc1cccc(C(=O)N2CCOCC2)c1,·,·,-1,-7,1.2,-3,-5,-7
COCCn1c(SCC(=O)Nc2ccc(Cl)cn2)nc2ccccc21,-2,-1,-1,2,-0.7,6,1,3
CN1C(=S)SC(/[N+]([O-])=C/c2cccnc2)C1(C)C (stereo not given),-3,-3,0,5,-2.0,5,-6,-1
COc1ccc(CCNC(=S)Nc2cccc3ccccc23)cc1,-8,-5,2,-2,0.1,-3,3,-5
Cc1ccc(C(=O)NCCC(=O)NCc2ccco2)cc1,4,1,2,-3,-1.5,4,-13,-5
COc1ccc(/C=N/NC(=O)c2ccccc2)cc1CN1CCN(c2ccc(F)cc2)CC1,-5,-3,-4,0,-2.3,30,0,-5
Cc1nc2oc3ccc(Cl)cc3c(=O)c2cc1C(=O)O,-9,-1,-2,-2,1.8,-11,-9,-6
CCOC(=O)C1(Cc2cccc(F)c2)CCN(Cc2cn(CC)nc2C)CC1,-3,0,1,-4,-0.6,21,-8,-6
Cc1ccc(OCc2cc(C(=O)N3CCN(CC(=O)NC(C)C)CC3)no2)cn1,-5,-6,1,-3,1.0,-11,-6,25
O=C(C[n+]1cccc(C(=O)N/N=C/c2ccc(Br)cc2)c1)c1ccccc1,-5,-7,-2,6,-0.4,-4,-5,6
CC(C)C[C@@H](CN)NC(=O)c1nc[nH]c1C(=O)N[C@@H](CC(C)C)C(=O)CNC[C@H](C)NC(=O)c1nc[nH]c1C(=O)N[C@@H](CC(=O)O)C(=O)O,·,·,0,1,0.5,4,-13,12
CCOc1ccc(NC(=O)CN(C)C(=O)CC(NC(=O)c2ccccc2)c2ccccc2)cc1OCC (stereo not given),-3,-2,1,-6,-0.4,6,2,0
COC(=O)CC[C@@H](C(=O)O)N1C(=O)c2ccccc2C1=O,-6,-2,1,-6,-0.6,0,-5,-5
CC(C)c1ccc(-c2c(C#N)c(N)nc(SCC(=O)N3CCCCC3)c2C#N)cc1,-2,0,3,-8,0.4,8,-13,12
CC(C)=CCN1CCN(CCCc2ccccc2)CC1CCO (stereo not given),-2,-3,1,3,0.2,9,-6,7
COc1ccccc1C(=O)Nc1ccc(-c2nnn(CC(=O)N3CCN(C(=O)c4ccco4)CC3)n2)cc1,-3,-1,0,-4,2.4,4,-18,-1

Retrieved one by one from the list above (2):
canonical_smiles,APOBEC3G inh,A3A deaminase,NR3A LBD binder,CXCR6 block,MPTP inh,Gli-Sufu block,EBI2 block,CCR6 antag
COc1ccc(CCNC(=S)Nc2cccc3ccccc23)cc1,-8,-5,2,-2,0.1,-3,3,-5
Cc1nc2oc3ccc(Cl)cc3c(=O)c2cc1C(=O)O,-9,-1,-2,-2,1.8,-11,-9,-6

Additional structures:
canonical_smiles,APOBEC3G inh,A3A deaminase,NR3A LBD binder,CXCR6 block,MPTP inh,Gli-Sufu block,EBI2 block,CCR6 antag
CCCC(=O)c1cc(F)c(N2CCN(C(=O)OCC)CC2)cc1C,-2,-2,2,3,1.5,4,-6,6
CCCCN(C(=O)/C=C/c1ccccc1)C1CCS(=O)(=O)C1 (stereo not given),-4,-3,1,6,0.0,-2,-4,5
O=S(=O)(c1ccccc1)N1CCN(C2CCN(Cc3ccccc3)CC2)CC1,-6,0,-1,-8,-0.7,38,-8,3
COC(=O)CN1C(=O)COc2ccc(S(=O)(=O)NCc3ccc(F)cc3)cc21,2,-1,-2,3,1.4,0,-6,9
Cc1sc2cc(-c3cccc([N+](=O)[O-])c3)c(-c3cccc([N+](=O)[O-])c3)c[n+]2c1C,-1,-1,-12,10,-0.2,2,-4,-8
CCC1CCCCN1CCCNC(=O)CCC(=O)N1CC(C)Oc2ccccc21 (stereo not given),-7,-6,0,6,2.2,3,1,-9
CCOc1ccccc1OC(=O)c1ccco1,1,5,-1,3,-1.9,-19,-15,10
Cc1ccccc1C(=O)NC=C1C(=O)OC(C)(C)OC1=O,-1,-1,-3,-4,4.9,2,2,-8
CCCn1nnnc1NCc1cccc(Cl)c1,-4,0,1,5,0.8,1,0,1
O=C(O)c1ccccc1NS(=O)(=O)c1ccc(NNC(=S)Nc2ccc(OC(F)F)cc2)c([N+](=O)[O-])c1,·,·,6,35*,-2.0,3,13,53*
OCCN(CCO)c1ccc2ccccc2c1,-2,-6,2,8,-2.3,-1,-6,4
Cc1ccc(C(=O)N2CCN(S(=O)(=O)c3ccc(C(C)C)cc3)CC2)s1,-10,0,0,4,2.4,13,-6,33
